CHT block = inhibitors of human choline transporter CHT; High affinity choline transporter 1 (Homo sapiens), Q9GZV3; CHT-expressing cells, membrane potential dye, choline response; active compounds read low; B-score at 10 µM; actives 0.86% (n = 310,000); AID 488975, 2010;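 active = B-score over 3 SD under the library average, and starting fluorescence ratio not unusually high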;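 also: choline stimulus applied at its EC90 after an EC20 pre-addition; B-score computed on integrated fluorescence ratio after choline addition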
KCNQ2 inh = KCNQ2 potassium channel inhibitors, primary screen, cell-based, CHO-K1, FluxOR thallium flux, B-score (AID 2156); 20 min; active compounds read low; B-score at 10 µM; Potassium voltage-gated channel subfamily KQT member 2 (Rattus norvegicus), O88943; actives 1.1% (n = 310,000);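 active = fluorescence ratio B-score at most minus 3 library SDs, with starting brightness B-score within 2 library SDs, cut at about -5.5 in these data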
Target sequence (O88943 whole entry, looked up): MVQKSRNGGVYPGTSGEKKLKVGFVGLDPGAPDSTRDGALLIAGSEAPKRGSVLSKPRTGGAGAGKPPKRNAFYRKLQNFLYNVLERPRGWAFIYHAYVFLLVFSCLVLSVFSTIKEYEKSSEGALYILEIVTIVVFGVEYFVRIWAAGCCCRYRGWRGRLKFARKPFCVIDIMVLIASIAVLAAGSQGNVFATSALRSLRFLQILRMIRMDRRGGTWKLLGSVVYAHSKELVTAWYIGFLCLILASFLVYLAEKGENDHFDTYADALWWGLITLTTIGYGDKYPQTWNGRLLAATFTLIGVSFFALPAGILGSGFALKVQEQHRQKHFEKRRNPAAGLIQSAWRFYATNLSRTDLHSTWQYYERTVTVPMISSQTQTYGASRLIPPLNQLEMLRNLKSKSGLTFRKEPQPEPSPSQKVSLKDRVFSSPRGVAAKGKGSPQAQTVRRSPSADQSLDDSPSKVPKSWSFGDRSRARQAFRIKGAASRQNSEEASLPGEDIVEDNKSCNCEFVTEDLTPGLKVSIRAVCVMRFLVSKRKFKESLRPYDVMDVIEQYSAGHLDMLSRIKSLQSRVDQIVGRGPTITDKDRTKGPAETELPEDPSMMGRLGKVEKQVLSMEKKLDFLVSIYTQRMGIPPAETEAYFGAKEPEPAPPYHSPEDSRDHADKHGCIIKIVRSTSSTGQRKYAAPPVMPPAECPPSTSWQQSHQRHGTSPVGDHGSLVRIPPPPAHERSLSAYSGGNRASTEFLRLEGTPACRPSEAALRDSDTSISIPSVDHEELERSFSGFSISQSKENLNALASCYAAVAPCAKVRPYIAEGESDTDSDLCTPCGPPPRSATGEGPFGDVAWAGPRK
The depositor's hits bear a star; i = inactive; . = not tested or not shown.

SMILES	CHT block	KCNQ2 inh
CNc1nc(-c2ccc3c(c2)CCN3C(=O)c2cccc(F)c2)cs1	-5.21*	i
CSCCC(NC(=O)OC(C)(C)C)C(=O)Oc1ccc2c(=O)c(-c3ccc4c(c3)OCCO4)coc2c1 (stereo unspecified)	i	.
COc1ccc(Nc2cc(C)nc3c(C)cccc23)cc1OC	i	i
COc1ccccc1OCC(=O)OCC(=O)Nc1ncc(Cl)cc1Cl	i	i
O=C(NCCN1CCCCCC1)C1CC(=O)N(CCc2ccccc2)C1 (stereo unspecified)	i	i
CN(C)S(=O)(=O)c1cccc(NC(=S)NCCc2ccccn2)c1	i	i
CC(C)Cc1nnc(NC(=O)CCS(=O)(=O)c2ccc(Cl)cc2)s1	i	i
CCN(CC)C(=O)c1cn(CCC#N)nc1-c1ccc2c(c1)OCCO2	i	i
Cc1nnc(NC(=O)C2=COCCO2)s1	i	i
Cc1cccc2cc3c(N)c(C(=O)Nc4ccc(N5CCOCC5)cc4)sc3nc12	i	i
COc1ccc(C2/C(=C(/O)c3ccccc3)C(=O)C(=O)N2C)cc1OC (stereo unspecified)	i	i
CC(=O)CSc1nc2cc3c(cc2cc1C#N)OCCO3	i	i
CCCCN(C)C(=O)Cn1ncc2c3ccccc3n(CCC)c2c1=O	i	i
O=C(CCn1cnnn1)N1CCCC(Nc2ccc(F)c(F)c2)C1 (stereo unspecified)	i	i
CCN(CC)S(=O)(=O)c1ccc2c(c1)c(C(=O)O)cn2C	i	i
C/C(=N/Nc1ccnc2cc(Cl)ccc12)c1ccc(O)cc1	i	i
CCOc1ccccc1C(C(=O)NCCOC)N(CCOC)C(=O)Cn1nnc2ccccc21 (stereo unspecified)	i	i
COC(=O)C1=C(O)/C(=C\c2cc(C)n(-c3ccccc3C)c2C)N=C1C	i	i
O=c1c[n+]([O-])c2ccccc2n1OCc1ccccn1	i	i
COc1ccccc1OCC(=O)Nc1ccncc1	i	i

Marked active in CHT block (from the list above):
SMILES	CHT block	KCNQ2 inh
CNc1nc(-c2ccc3c(c2)CCN3C(=O)c2cccc(F)c2)cs1	-5.21*	i

Of the compounds above, these contain a carbonyl joined to an NH by a bond outside any ring:
SMILES	CHT block	KCNQ2 inh
CSCCC(NC(=O)OC(C)(C)C)C(=O)Oc1ccc2c(=O)c(-c3ccc4c(c3)OCCO4)coc2c1 (stereo unspecified)	i	.
COc1ccccc1OCC(=O)OCC(=O)Nc1ncc(Cl)cc1Cl	i	i
O=C(NCCN1CCCCCC1)C1CC(=O)N(CCc2ccccc2)C1 (stereo unspecified)	i	i
CC(C)Cc1nnc(NC(=O)CCS(=O)(=O)c2ccc(Cl)cc2)s1	i	i
Cc1nnc(NC(=O)C2=COCCO2)s1	i	i
Cc1cccc2cc3c(N)c(C(=O)Nc4ccc(N5CCOCC5)cc4)sc3nc12	i	i
CCOc1ccccc1C(C(=O)NCCOC)N(CCOC)C(=O)Cn1nnc2ccccc21 (stereo unspecified)	i	i
COc1ccccc1OCC(=O)Nc1ccncc1	i	i

Next part.
SMILES	CHT block	KCNQ2 inh
COc1ccc(COC(=O)C2=C(C)NC(=O)NC2c2ccccc2OC(C)C)cc1 (stereo unspecified)	i	i
Cc1ccc(C2(C)NC(=O)N(CC(=O)Nc3ccccc3N3CCCCC3)C2=O)cc1 (stereo unspecified)	i	i
CCCCn1c(N)c(N(CCOC)C(=O)CSc2n[nH]c(-c3ccc(C)cc3)n2)c(=O)[nH]c1=O	i	i
N#Cc1cc(-c2ccccc2)cnc1Sc1ccc(Cl)cc1	i	-6.81*
O=C(NCc1ccco1)c1cc(-c2ccncc2)nc2ccccc12	i	i
CC(OC(=O)c1cccc(Cl)c1)C(=O)NC1CCCCC1C (stereo unspecified)	i	i
COc1cc(CNC2CCCCCC2)cc(OC)c1OC	i	i
COc1cc(SC)ccc1C(=O)Nc1ccc(OCC(=O)N2CCOCC2)cc1	.	i
O=C(O)Cc1ccc(NC(=S)Nc2ccc(Br)cc2Cl)cc1	i	i
CC(C)CNC(=O)CSc1nnc(-c2cccc(S(=O)(=O)N3CCCCC3)c2)o1	i	i
O=C(Nc1ccccc1C(=O)N/N=C/c1ccco1)c1ccc(Cl)cc1	i	i
O=C(Nc1cc(Cl)ccc1Cl)C1CCCO1 (stereo unspecified)	i	i
C=CCOc1ccc(C2NC(=O)c3ccccc3O2)cc1 (stereo unspecified)	i	i
CCN(CC)S(=O)(=O)c1cccc(-c2csc(C)n2)c1	i	i
Cn1cc(/C=N/NC(=O)c2ccccc2O)c2ccccc21	i	i
Cc1ccc(-c2cc(C(=O)O)c3ccccc3n2)s1	i	i
COc1ccc(/C=N/Nc2nc(-c3ccc(C)cc3)c(C#N)c(=O)[nH]2)cc1	i	i
Cc1nn(Cc2ccc(Cl)c(Cl)c2)c(C)c1NC(=O)c1noc2c1CCCCC2	i	i
CC(C)COP(=O)(c1ccc(N(C)C)cc1)C(O)c1ccncc1 (stereo unspecified)	i	i
Cc1cccc(OCC(=O)NCCNC(=O)c2ccccn2)c1	i	i

By substructure: the entries above containing fluorine (two)
SMILES	CHT block	KCNQ2 inh
CNc1nc(-c2ccc3c(c2)CCN3C(=O)c2cccc(F)c2)cs1	-5.21*	i
O=C(CCn1cnnn1)N1CCCC(Nc2ccc(F)c(F)c2)C1 (stereo unspecified)	i	i

The list continues:
SMILES	CHT block	KCNQ2 inh
CCCC(=O)n1nc(-c2ccc(C)cc2)nc1NCc1ccco1	i	i
Cc1nnc(OC(C)C)c2nn(-c3ccccc3F)c(C)c12	i	i
COc1cc(C=O)ccc1OC(=O)c1cccnc1	i	i
COc1ccc(NC(=O)NNc2cc(N3CCOCC3)nc(N3CCOCC3)n2)cc1	i	i
CCSc1nc(N2CCCCC2)c2c(c1C#N)CCCC2	i	i
CC1CC(=O)Nc2cc([N+](=O)[O-])ccc2N1 (stereo unspecified)	i	i
NC(=S)N/N=C/c1c(O)c(Br)cc2oc3c(c12)CCCC3	i	i
CCN(CC)S(=O)(=O)c1ccc(N2CCCCC2)c(NC(=O)/C(C#N)=C/c2ccc(OC)cc2)c1	i	i
CC(C)CNC(=O)C(=O)NCC1OCCCN1S(=O)(=O)c1ccc2c(c1)OCCO2 (stereo unspecified)	i	i
CSc1nc(Cl)cc(=O)[nH]1	i	i
CC(C)C(=O)Nc1nnc(SCC(=O)NC2CCCC2)s1	i	i
Cc1nc(C)c(C(=O)N(c2ccccc2F)C(C(=O)NCC2CCCO2)c2ccccc2)s1 (stereo unspecified)	i	i
N#CCc1c(C#N)c(N)nc(Nc2ccccc2)c1C#N	i	i
C=CCn1c(O)c2ccc(C(=O)N=NC(=O)c3ccc(F)cc3)cc2c1O	i	i
COC(=O)C1=NN(C(=O)c2ccc(Cl)cc2)C(O)(c2ccccc2)C1 (stereo unspecified)	i	i
Cc1c(C(=O)OCC(=O)N(C)c2ccccc2)cccc1[N+](=O)[O-]	i	i
COC(=O)CC1C(=O)NCCN1C(=O)c1ccc2oc(C(C)C)nc2c1 (stereo unspecified)	i	i
CCOc1cccc(/C=N/NC(=S)NCCN2CCOCC2)c1O	i	i
CCc1ccc(-c2cc3c(=O)n(CC(=O)NCc4ccccc4F)ncn3n2)cc1	i	i
Cc1ccc(C)c(NC(=S)c2ccccn2)c1	i	i
COc1ccccc1-c1nnn(CC#N)n1	i	i
Oc1[nH]c2ccccc2c1C=Nc1ccc2c(c1)OCCO2	.	i
O=S(=O)(c1ccc(-c2csc(=Nc3ccccc3)n2CCCN2CCOCC2)cc1)N1CCOCC1	i	i
Cc1cc2nn(-c3cccc4ccccc34)nc2cc1NC(=O)c1cccs1	i	i
CCc1ccc(CN(C)C(=O)c2cc(COc3ccc(-n4cncn4)cc3)on2)cc1	i	i
COC(=O)C(Cc1ccccc1)NC(=O)C(CC(C)C)NC(=O)OC(C)(C)C (stereo unspecified)	i	i
O=S(=O)(NCc1ccccc1)c1cccs1	i	i
Cc1ccc(CNS(=O)(=O)c2cn(C)c(=O)n(C)c2=O)cc1	i	i
COCCN(CC(=O)Nc1ccccc1)S(=O)(=O)c1ccc(S(=O)(=O)N2CCCC2)cc1	i	i
S=C(NCCc1ccccn1)NC1CC2CCC1C2 (stereo unspecified)	i	i
C=CCn1c(=O)c2c3c(sc2n2c(Nc4ccc(C(=O)OCC)cc4)nnc12)CCCC3	i	i
Nc1[nH]n2c(=O)cc(-c3ccccc3)nc2c1N=Nc1ccc2c(c1)OCO2	i	i
COc1ccc(OC)c(NS(=O)(=O)c2ccc(Cl)nc2)c1	i	i
CCN(CC)c1ccc(/C=N/OC(C)C(=O)Nc2ccc(C)cc2)cc1 (stereo unspecified)	i	i
O=C(Nc1cccc(F)c1)C1CCCN1C(=O)OCc1ccccc1 (stereo unspecified)	i	i
O=C(Nc1ncnc2sc3c(c12)CCCCC3)c1ccccc1	i	i
CC(=O)Oc1ccc2nc(-c3ccco3)oc(=O)c2c1	-10.3*	i
CC(NC(=O)c1ccc2ccccc2n1)c1ccccc1 (stereo unspecified)	i	i
CCCN(C(=O)/C=C/c1ccco1)c1c(N)n(Cc2ccccc2)c(=O)[nH]c1=O	i	i
O=C(Nc1sc2c(c1C(=O)O)CCC2)c1ccccc1	i	i
O=C(Nc1cccc(NC(=O)c2cccnc2)c1)c1ccccc1	i	i
Cc1sc2nc(C3CC3)nc(SCC(=O)NCc3ccco3)c2c1C	i	i
CCOc1cc(C)c(S(=O)(=O)N2CCCCC2)cc1C	i	i
C/C(N)=C(/C#N)C(=O)COC(=O)c1ccccc1Cc1ccccc1	i	i
COc1ccc(NS(=O)(=O)c2cccc(C(=O)NNC(=O)c3cncc(Br)c3)c2)cc1	i	i
CCC(NC(=O)NC1CCCCC1)c1ccccc1 (stereo unspecified)	i	i
O=C(CCNS(=O)(=O)c1ccc(Cl)cc1)N1CCCC1	i	i
COCCn1nnnc1C(c1cc(OC)ccc1OC)N1CCc2ccccc2C1 (stereo unspecified)	i	i
Cc1ccc(S(=O)(=O)NC(=O)NC(C)c2ccc(F)cc2)cc1 (stereo unspecified)	i	i
O=C(NC(=S)Nc1nc(-c2cccc([N+](=O)[O-])c2)cs1)c1cc(Cl)ccc1Cl	i	i
COc1ccccc1C(=O)Nc1ccnn1C1CCN(Cc2ccn[nH]2)CC1	i	i
NNC(=O)CS(=O)(=O)c1ccc(Cl)cc1	i	i
CN1CCC(=O)N([C@H](COc2ccccc2)Cc2ccccc2)CC1	i	i
O=S1(=O)CCOCCCN1Cc1ccccc1Br	i	i
Cc1ccc(/C=N/Nc2ncnc3nc[nH]c23)cc1	i	i
CSc1ncccc1C(=O)OCC(=O)N1CCOCC1	i	i
COC(=O)C1=C(C(=O)OC)SC2(S1)C(C(=O)OC)=C(C(=O)OC)SC1=C2c2cccc(C)c2NC1(C)C	i	i
O=C(CN1C(=O)CSc2ccc(S(=O)(=O)N3CCOCC3)cc21)N1CCCCC1	i	i
COc1cc(C(=O)N2CCCC(c3nc(-c4cccs4)no3)C2)cc(OC)c1OC (stereo unspecified)	i	i
CC(=O)Nc1ccc(NC(=O)CSc2nnc(COc3ccccc3C)n2CC2CCCO2)cc1 (stereo unspecified)	i	i

Following part:
SMILES	CHT block	KCNQ2 inh
COc1ccc(NC(=O)C2CCCN2c2ccc(OC)c(OC)c2)cc1OC (stereo unspecified)	i	i
COc1ccc(CCNC(=O)Cn2cnc3scc(-c4ccccc4)c3c2=O)cc1OC	i	i
CCOC(=O)c1cccc(Nc2nc(-c3cccnc3)nc3ccccc23)c1	i	i
Cc1nccn1CCCNC(=O)CC1C(=O)NCCN1Cc1ccc(F)cc1Cl (stereo unspecified)	i	i
CC(C)S(=O)(=O)c1csc(NC(=O)Nc2cc(Cl)ccc2Cl)c1Cl	i	i
COc1ccc2c(c1)OC1(C)CC2C(C(=O)c2ccccc2OC)C(=O)N1 (stereo unspecified)	i	i
CN1C(=O)/C(=N\OC(=O)c2ccccc2Cl)c2ccccc21	i	i
CCOC(=O)C(NC(=O)c1ccccc1)(OCc1ccccc1)C(F)(F)F (stereo unspecified)	i	i
Cc1ccc(C)c(N2CCN(CCCNC(=O)Cn3c(=O)c4cccn4c4cccnc43)CC2)c1	i	i
CC1CN=C(N(Cc2ccccc2)C(=O)Nc2ccccc2)S1 (stereo unspecified)	i	i
CCN(CC(=O)NCc1cccs1)C(=O)c1cccc(S(=O)(=O)Nc2ccc(OC)cc2)c1	i	i
O=c1[nH]c(CSc2nnc3ccccn23)nc2cc(C(F)(F)F)ccc12	i	i
Cc1nn(C)c(C(=O)NNC(=S)NCc2ccco2)c1Br	i	i
Cn1c(=O)c(C(=O)CSc2nncs2)c(N)n(Cc2ccccc2)c1=O	i	i
Cc1c(C(=O)NCc2cccnc2)oc2c1C(=O)CC(C)(C)C2	i	i
COc1nc(C)ccc1-c1noc(-c2ccncc2)n1	i	i
O=C1c2ccccc2S(=O)(=O)N1Cc1nnc(-c2ccccc2Br)o1	.	i
CCc1ccccc1NC(=S)N1CCN(c2cccc(OC)c2)CC1	i	i
CCc1c(C)nc(SCC(=O)N2CC(C)OC(C)C2)[nH]c1=O (stereo unspecified)	i	i
CC(CCc1ccccc1)NC(=O)C1CCN(C(=O)c2sccc2-n2cccc2)CC1 (stereo unspecified)	i	i
COc1ccc(-c2cc(C(=O)NC3CCCC3)no2)cc1OC	i	i
COc1ccc(-n2c(SCC3OCCO3)nc3c(sc(=S)n3-c3ccccc3)c2=O)cc1OC	i	i
COc1ccc(CCNC(=O)Cc2ccc(NC3=NC4CS(=O)(=O)CC4S3)cc2)c(OC)c1 (stereo unspecified)	i	i

Arranged by length of the SMILES (largest number first): 3 of the compounds above.
SMILES	CHT block	KCNQ2 inh
Cc1nc(C)c(C(=O)N(c2ccccc2F)C(C(=O)NCC2CCCO2)c2ccccc2)s1 (stereo unspecified)	i	i
CC(C)CNC(=O)C(=O)NCC1OCCCN1S(=O)(=O)c1ccc2c(c1)OCCO2 (stereo unspecified)	i	i
CC(C)S(=O)(=O)c1csc(NC(=O)Nc2cc(Cl)ccc2Cl)c1Cl	i	i
